Cardio protect – modulators protecting cardiomyocytes from myocardial damage. protection from H2O2 cell death, % at 20 µM. hit rate 0.63% among 360,000. H9c2 cardiomyocytes, H2O2 injury protection, ATPLite, 2 h. AID 588492;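 active = compounds giving at least 50% protection of heart cells from peroxide-induced death in the single-dose screen, raw or plate-pattern-corrected value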;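 note: 0% = DMSO wells with peroxide and 100% = DMSO wells without peroxide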
ABCB6 inh 2 – human ABCB6 transporter inhibition; Q9NP58; AID 602162; hit rate 0.19% among 360,000; fluorescence ratio to DMSO, % at 10 µM; K562-ABCB6 porphyrin accumulation, flow cytometry, 1 h; hits give low values;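 active = fluorescence ratio to DMSO below 75%, the collection mean minus 3 SD; inconclusive = too few cells collected in the well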;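 note: signal is porphyrin accumulated inside mitochondria; 100% equals median channel fluorescence of DMSO control wells; lower ratio means ABCB6 inhibition with less porphyrin fluorescence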
Target sequence (Q9NP58 whole entry, looked up): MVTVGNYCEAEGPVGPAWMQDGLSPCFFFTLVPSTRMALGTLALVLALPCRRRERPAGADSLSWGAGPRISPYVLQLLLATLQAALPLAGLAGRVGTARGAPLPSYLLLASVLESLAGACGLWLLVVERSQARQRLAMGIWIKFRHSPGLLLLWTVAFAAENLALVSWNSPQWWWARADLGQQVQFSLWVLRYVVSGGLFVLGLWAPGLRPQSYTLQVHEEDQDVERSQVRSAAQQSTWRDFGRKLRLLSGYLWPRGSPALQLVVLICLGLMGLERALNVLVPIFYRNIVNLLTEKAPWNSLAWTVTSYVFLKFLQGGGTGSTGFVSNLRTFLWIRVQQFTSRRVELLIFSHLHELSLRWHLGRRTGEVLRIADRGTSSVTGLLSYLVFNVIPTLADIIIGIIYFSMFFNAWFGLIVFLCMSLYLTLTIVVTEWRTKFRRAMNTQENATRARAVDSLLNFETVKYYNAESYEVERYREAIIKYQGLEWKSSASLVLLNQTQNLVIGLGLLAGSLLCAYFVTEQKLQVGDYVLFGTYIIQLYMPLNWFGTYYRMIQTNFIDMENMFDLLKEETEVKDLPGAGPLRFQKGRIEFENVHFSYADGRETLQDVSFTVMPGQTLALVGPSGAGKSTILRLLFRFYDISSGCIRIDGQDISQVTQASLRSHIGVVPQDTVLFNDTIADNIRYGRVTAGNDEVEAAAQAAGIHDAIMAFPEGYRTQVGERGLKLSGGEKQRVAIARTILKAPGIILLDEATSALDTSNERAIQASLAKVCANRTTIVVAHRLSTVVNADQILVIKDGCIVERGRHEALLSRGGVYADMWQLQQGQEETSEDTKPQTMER
CaV13 FRET inh – Primary screen for inhibitors of IQ motif and Ca2+-dependent inactivation inhibitor domain binding in CACNA1D, Förster resonance energy transfer in living cells, …; inhibition, % at 12.3 µM; HEK cells, CFP/YFP FRET ICDI-IQ, plate reader, 10 min; percent FRET-ratio fall versus neutral wells; hit rate 0.098% among 340,000; AID 743397;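 active = mean replicate inhibition of at least 30% and at least 1% of replicates passing that level; inconclusive = only one of the two criteria is met; inactive = neither criterion is met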;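 note: 0% = median of the neutral control wells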
Glyco luc inh – N-linked glycosylation inhibition; D54 ERlucT glycosylation luciferase reporter, 24 h; percent of 100 nM tunicamycin response; reporter increase, % at 12.5 µM; hit rate 0.23% among 360,000; AID 588692;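 active = mean luciferase reporter signal, scaled so untreated is 0 and the glycosylation-blocking control 100, at or above a set limit in every replicate; inconclusive = mean reaches the limit but not every replicate does; inactive = mean below the limit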;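 note: luciferase carries N-glycosylation sites so blocking glycosylation raises the light; 0% = median of neutral control wells and 100% = median of 100 nM tunicamycin wells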
aDG glyco up – alpha-DG glycosylation activation; activation, % at 10 µM; hit rate 0.22% among 360,000; Pro5-aDG cells, alpha-DG glycosylation AlphaScreen (IIH6); 0% Pro5, 100% B10-LARGE cell signal; AID 624168;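 active = activation of at least 8% versus controls, or a plate z-score of at least 8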;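 note: Pro5 are CHO cells carrying HIG-tagged alpha-DG that lacks glycosylation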
Granule exo inh – blocks lytic granule exocytosis; AID 651702; hit rate 0.66% among 360,000; TALL-104 LAMP-1 surface exposure, flow cytometry; cells stimulated with thapsigargin and PMA; inhibition, % at 10 µM;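 active = inhibition above about 55%, limit read from the data; inconclusive = no clear call, values can overlap the other calls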
hiPSC survival – increases survival of single human iPS cells | hiPSC single-cell survival, ATPlite luminescence; 100% = ROCK inhibitor wells, 0% = DMSO | survival enhancement, % at 20 µM | hit rate 0.044% among 360,000 | AID 602274; in the data active = survival enhancement above about 18%;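 note: cells exposed to compounds for 16 hours before the ATP read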
PDI turbidity – blocks human protein disulfide isomerase activity. PDI insulin aggregation turbidity, A650, 90 min. inhibition, % at 10 µM. hit rate 0.052% among 350,000. AID 588391;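 active = mean inhibition across replicates of 30% or more, whatever share of single replicates reach that level; inconclusive = mean inhibition below 30% while every single replicate reaches 30%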;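 note: absorbance from insulin aggregation driven by PDI reduction with DTT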
Vif inh – HIV Vif inhibition | HEK293T cells, Vif self-association by quenched fluorescence, imaging, 24 h | inhibition, % at 7.49 µM | hit rate 0.35% among 340,000 | AID 602346; in the data active = inhibition above about 50%, passing the limit was not always enough; inconclusive = no clear call, values can overlap the other calls; inactive = below about 31%; note: some results filed as inactive read as strong as hits
m5-HT2A agonist – agonists of mouse serotonin 5-HT2A receptor (HTR2A); CHO-K1 mHTR2A beta-arrestin complementation, luminescence; percent of 30 µM serotonin response; activation, % at 7.6 µM; hit rate 0.66% among 360,000;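 active = activation above a run cutoff, the mean activation of all tested compounds plus 3 SD, cut at about 14% in these data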;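 note: 0% = plate median of compound wells and 100% = 30 µM serotonin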
Starred values were filed as active, the others as inactive; u = inconclusive; x = not tested or not shown. Compounds were not picked by outcome; 3.1% or so of the library scored in one or more.

Start of the listing, in advance, 3 compounds:
structure	Cardio protect	ABCB6 inh 2	CaV13 FRET inh	Glyco luc inh	aDG glyco up	Granule exo inh	hiPSC survival	PDI turbidity	Vif inh	m5-HT2A agonist
COc1ccc(CN2CCNC(=O)C2CC(=O)NCc2ccc(C)s2)c(OC)c1 (centres undefined)	4	91	-18	3	-0.3	-1	-0.1	0	-3	0
CCN(CC)C(=S)SCc1csc(CC(=O)Nc2ccccc2C)n1	-3	97	-7	-3	0.1	-6	0.0	-8	-18	-4
Cc1ccc(NC(=O)C(C)Sc2nc3nc(C)cc(C)n3n2)cc1 (centres undefined)	0	100	-6	0	0.1	2	0.5	-2	-2	13

This part in full, from the start:
structure	Cardio protect	ABCB6 inh 2	CaV13 FRET inh	Glyco luc inh	aDG glyco up	Granule exo inh	hiPSC survival	PDI turbidity	Vif inh	m5-HT2A agonist
COc1ccc(CN2CCNC(=O)C2CC(=O)NCc2ccc(C)s2)c(OC)c1 (centres undefined)	4	91	-18	3	-0.3	-1	-0.1	0	-3	0
CCN(CC)C(=S)SCc1csc(CC(=O)Nc2ccccc2C)n1	-3	97	-7	-3	0.1	-6	0.0	-8	-18	-4
Cc1ccc(NC(=O)C(C)Sc2nc3nc(C)cc(C)n3n2)cc1 (centres undefined)	0	100	-6	0	0.1	2	0.5	-2	-2	13
Cn1nnnc1SCc1nc2ccccc2[nH]1	5	97	x	0	-0.4	0	-2.8	3	-5	2
O=C(OCC#CCSc1nnc(-c2cccc3ccccc23)o1)c1cnc[nH]1	-8	97	-9	0	-0.2	0	-3.4	4	-2	10
CC(C)=N/N=C1\NC(=O)C(C)S1 (centres undefined)	3	94	-5	-2	0.1	-4	-0.8	-2	4	0
C[N+](C)(C)CCNC(=O)c1ccccc1	x	101	-7	x	0.1	1	1.1	x	x	3
CCc1nnc(NC(=O)C(=O)NCCOC(=O)c2ccccc2)s1	0	99	-9	0	-0.1	4	-2.5	5	12	1
CC(C)[C@H](NC(=O)c1ccc(C(C)(C)C)cc1)C(=O)Nc1nnc(C2CC2)s1	-10	97	-4	-1	-0.3	2	1.3	-3	-9	4
CCCCNC(=O)N(C)c1nncnc1C(=O)NC	-5	97	-4	1	-0.1	0	0.2	-4	4	7
O=C(O)CSCC(=O)Nc1ccc(Cl)cc1C(F)(F)F	0	100	-6	2	0.1	-1	2.2	3	2	1
O=C(CNc1ccccc1)NNC1=NCCC1	1	100	-16	1	-0.3	-1	0.5	-6	0	2
Oc1ccc(C=NNC(=S)Nc2ccc(F)cc2)c(O)c1	40	98	-10	-9	1.8	-2	-0.2	-12	-4	-7
COc1ccc(-c2cc(C(=O)N/N=C/c3cccnc3)c3ccccc3n2)c(OC)c1	20	94	-22	-6	0.0	4	-0.6	11	-11	-7
O=C1c2cccc3cccc(c23)C(=O)N1c1ccc(O)cc1	4	102	-2	-2	0.0	0	-0.2	-4	-1	7

4 of the compounds above, with values under each structure:
Values run as follows: Cardio protect, ABCB6 inh 2, CaV13 FRET inh, Glyco luc inh, aDG glyco up, Granule exo inh, hiPSC survival, PDI turbidity, Vif inh, m5-HT2A agonist
> O=C(CNc1ccccc1)NNC1=NCCC1
 : 1, 100, -16, 1, -0.3, -1, 0.5, -6, 0, 2
> Oc1ccc(C=NNC(=S)Nc2ccc(F)cc2)c(O)c1
 : 40, 98, -10, -9, 1.8, -2, -0.2, -12, -4, -7
> COc1ccc(-c2cc(C(=O)N/N=C/c3cccnc3)c3ccccc3n2)c(OC)c1
 : 20, 94, -22, -6, 0.0, 4, -0.6, 11, -11, -7
> O=C1c2cccc3cccc(c23)C(=O)N1c1ccc(O)cc1
 : 4, 102, -2, -2, 0.0, 0, -0.2, -4, -1, 7

Additional entries
structure	Cardio protect	ABCB6 inh 2	CaV13 FRET inh	Glyco luc inh	aDG glyco up	Granule exo inh	hiPSC survival	PDI turbidity	Vif inh	m5-HT2A agonist
O=C(N/N=C/c1ccccn1)c1[nH]c2ccc([N+](=O)[O-])cc2c1-c1ccccc1	84*	99	-2	u	-0.1	8	0.5	0	-6	-4
O=C(Cn1c(-c2ccco2)nc2ccccc21)N1CCCCC1	7	103	-4	0	0.1	-1	-1.7	-4	5	-1
Cc1cc(C)n2nc(SCC(=O)c3ccc[nH]3)nc2n1	10	92	-4	1	-0.1	-2	0.6	2	13	2
NC(=O)Nc1ccc(C(=O)OCC(=O)N(Cc2ccccc2)C2CCS(=O)(=O)C2)cc1 (centres undefined)	6	95	-2	0	-0.3	0	2.4	1	17	2
O=S1(=O)CCOCCCN1Cc1ccccc1	2	96	-5	0	-0.2	7	1.8	-3	1	1
CCN1C(=O)[C@H]2[C@H]3CN=C(SCC(=O)c4ccccc4)N3[C@@](CC)(C(=O)OC)[C@H]2C1=O	3	103	-5	9	-0.2	1	3.2	-7	4	-6
CC1CCCCC12NC(=O)N(CC(=O)Nc1sc3c(c1C(N)=O)CCC3)C2=O (centres undefined)	16	99	-1	4	0.2	-4	2.4	8	-2	5
CC(C)(OC(=O)c1cccs1)c1cc2ccccc2c(=O)o1	1	98	-2	0	-0.4	-4	1.4	-2	-3	-3
Cc1ccc(N2C(=O)c3ccc(C(=O)N4CCN(c5ccccc5F)CC4)cc3C2=O)cc1	-15	100	-8	-4	-0.2	4	2.5	x	8	2
COc1ccc(OCCSc2nc(N)cc(=O)[nH]2)cc1	4	90	-4	0	0.1	-2	2.8	-3	-5	-2
COc1ccc2nc(N3C(=O)C(O)=C(C(=O)c4ccco4)C3c3ccc(OC)c(OC)c3)sc2c1 (centres undefined)	0	102	-8	1	-0.2	-3	-1.6	3	-1	5
Cc1ccc(Cl)cc1NC(=S)N(CCCN1CCOCC1)Cc1ccco1	4	96	-18	0	0.1	-3	-0.6	6	1	-5
CCOC(=O)N1CCC(N(CCOC)C(=O)Nc2ccc(Cl)cc2)CC1	-2	118	-7	-2	0.0	-2	-1.2	14	x	-3
CCN1C(=O)/C(=C2/Sc3ccccc3N2CC)S/C1=N\c1ncn[nH]1	36	107	-5	-1	-0.4	5	-0.4	-2	-3	7
Cc1ccc(NC(=O)/C(=C/c2cccc(Br)c2)NC(=O)c2ccco2)cc1	7	100	-4	1	0.5	1	-2.8	-3	-9	0
COc1cccc2cc(/C(C)=N/Nc3nc(-c4cc(C)ccc4C)cs3)c(=O)oc12	14	99	-5	0	-0.1	-1	1.1	-4	6	3
COc1ccc(/C=C(\NC(=O)c2ccc(OC)cc2)C(=O)NC(CCSC)C(=O)O)cc1 (centres undefined)	0	94	-5	1	-0.4	0	8.6	1	-1	-3
COc1ccc(NC(=O)Nc2nc(C(N)C3CCCCC3)cs2)cc1 (centres undefined)	1	97	-11	-7	7.1	-4	-2.9	1	3	-8
CC(C(=O)NNS(=O)(=O)c1cccc(C(F)(F)F)c1)n1nnc(N2CCOCC2)n1 (centres undefined)	2	100	-5	3	-0.1	-2	0.5	-2	1	-1
COc1ccc(S(=O)(=O)N2CCC(C(=O)Nc3ccc(F)cc3)CC2)c2cccnc12	20	96	-5	-3	-0.2	2	-0.1	5	8	-5
COc1cc(NC(=O)C2=C(N3CCOCC3)/C(=C\c3ccc(Cl)cc3Cl)CC2)cc(OC)c1OC	5	93	-5	-2	0.0	1	0.0	-14	-6	-2
CCOc1ccc(Br)cc1C(=O)N/N=C/c1ccc([N+](=O)[O-])cc1	-8	100	-6	2	0.0	0	-2.2	-5	-3	-4
COc1cccc(C2(C)NC(=O)N(CC(=O)c3cc(C)n(C4CC4)c3C)C2=O)c1 (centres undefined)	2	100	-6	1	-0.1	-18	-1.1	2	5	-5
O=C(CN1C(=O)CCS(=O)(=O)c2ccccc21)Nc1ccccc1F	11	92	-5	1	-0.1	-1	0.2	-10	-5	7
Cc1cc(O)c(C(=O)Nc2cccc(Cl)c2)c(=O)n1C	-6	98	-3	-4	-0.4	0	-0.5	-6	2	-3
COc1ccc(-c2csc(NCCc3nc4cc(Cl)c(Cl)cc4n3CCCO)n2)cc1	7	99	-8	6	0.4	-10	0.8	5	-2	-1
CC(C)CNC(=O)c1cc([N+](=O)[O-])ccc1N1CCOCC1	-2	100	-5	2	0.0	-3	0.8	-1	14	2
CCCCC(CC)Cn1c(O)c(/C=C2\C=NN=C2c2ccccc2)sc1=S (centres undefined)	-7	100	-5	-5	-0.8	2	-0.1	-11	-9	-1
Cc1ccc(C(=O)C=Cc2cccc(C)c2)cc1	-11	98	-7	11	0.3	-1	-4.7	-1	5	-5
Cc1cc2ncn(CCOc3ccccc3C#N)c2cc1C	7	101	-5	-4	0.8	0	3.4	1	1	-1
Cc1ccc(S(=O)(=O)N2C[C@H]3C(=O)C[C@@H](c4ccccc4)N(S(C)(=O)=O)[C@H]3C[C@H]2c2ccccc2)cc1	2	102	-3	1	0.1	8	-0.7	x	x	-4
CS(=O)(=O)n1nc(-c2ccccc2)nc1N	-4	104	x	0	0.1	0	1.8	7	5	1
CNC(=S)Nc1cc(OC)c(NC(=O)c2ccco2)cc1OC	0	99	-4	3	0.0	-1	-0.6	8	1	-3
Cc1cccc(OC(C)C(=O)Nc2nccs2)c1 (centres undefined)	-1	104	x	-1	-0.4	5	0.1	1	-1	1
CC(C)[C@H](NC(=O)OC(C)(C)C)C(=O)N1CCC(C(=O)N[C@@H](C)C(=O)Nc2ccc(F)cc2)CC1	2	86	-4	-6	0.0	-5	1.0	-7	-8	2
Cc1ccc(NC(=O)C2CC(=O)N(c3ccc4c(c3)OCCO4)C2)cc1S(=O)(=O)N1CCCCCC1 (centres undefined)	-13	92	-16	1	0.5	15	0.5	0	-11	-2
CCOC(=O)c1c(C)[nH]c(N=Nc2cccc(OC)c2)c1C	-7	97	3	-9	-0.8	-2	-0.5	3	-6	-2
Cc1cccc(O)c1C	-1	99	x	1	-0.3	6	-1.0	x	-5	2
Cc1ccc(NC(=O)Nc2c(Cl)cccc2Cl)cn1	-9	78	-13	3	0.0	-14	-0.1	3	5	6
COCCCNC(NC(=O)c1ccc(OC)cc1)C(Cl)(Cl)Cl (centres undefined)	-19	99	-7	3	0.2	0	-0.2	-11	-2	-2
COc1ccc(CN(C)CC(=O)N2CCc3ccccc3C2)cc1	-4	97	-7	2	-0.1	2	-0.1	-9	20	-5
N#C/C(=C(/O)COC(=O)CSc1ccc2ccccc2c1)c1nc2ccccc2[nH]1	-12	105	-4	19	0.0	-3	-0.5	4	0	0

Screening data: PubChem BioAssay, several laboratories
